# From PubChem
# Neddylation inh – inhibitors of human cullin neddylation | P61081+Q13564 | TR-FRET cullin neddylation, biochemical | calls only at 25 µM | 0.58% of 360,000 active; in the data active = inhibition above about 36%
# Target sequence (P61081 whole entry, looked up): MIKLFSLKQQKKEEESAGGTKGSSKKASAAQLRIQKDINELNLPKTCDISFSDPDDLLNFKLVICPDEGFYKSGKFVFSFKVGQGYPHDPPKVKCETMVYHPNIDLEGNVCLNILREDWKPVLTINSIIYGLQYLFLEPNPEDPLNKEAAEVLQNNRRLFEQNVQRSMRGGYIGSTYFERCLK
# Target sequence (Q13564 whole entry, looked up): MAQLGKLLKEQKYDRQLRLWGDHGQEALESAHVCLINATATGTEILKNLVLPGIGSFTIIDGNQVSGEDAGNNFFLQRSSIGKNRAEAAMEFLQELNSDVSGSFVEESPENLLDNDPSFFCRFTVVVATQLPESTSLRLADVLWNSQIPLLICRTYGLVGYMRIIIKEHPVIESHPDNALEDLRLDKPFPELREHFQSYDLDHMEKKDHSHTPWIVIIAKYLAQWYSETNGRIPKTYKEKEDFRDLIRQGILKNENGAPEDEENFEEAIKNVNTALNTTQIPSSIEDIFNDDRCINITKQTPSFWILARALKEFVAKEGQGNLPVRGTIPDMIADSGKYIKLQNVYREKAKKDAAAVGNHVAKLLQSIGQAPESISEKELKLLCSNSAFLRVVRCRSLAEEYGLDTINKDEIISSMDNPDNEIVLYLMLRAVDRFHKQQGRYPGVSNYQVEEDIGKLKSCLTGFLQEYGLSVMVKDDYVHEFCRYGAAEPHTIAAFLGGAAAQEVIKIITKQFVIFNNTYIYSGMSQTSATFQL
# E coli Lon inh – inhibits E. coli Lon protease | P0A9M0 | purified E. coli Lon protease, fluorescence polarization | inhibition, % at 7.94 µM | 0.42% of 360,000 active | AID 602123; in the data active = inhibition above about 13%, passing the limit was not always enough;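 also: 0% = enzyme with probe and DMSO and 100% = no enzyme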
# MsrA inh – inhibitors of bovine MsrA; purified bovine MsrA, absorbance read-out; 0.75% of 360,000 active; inhibition, % at 15.5 µM; AID 651718; in the data active = inhibition above about 4.5%;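 also: 0% = vehicle wells with enzyme and 100% = reference inhibitor wells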
# CendR NRP1 mod – NRP-1/CendR interaction modulation; FAM-RPARPAR peptide binding to NRP-1, fluorescence polarization; inhibition, % at 25 µM; 0.85% of 360,000 active;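 active = inhibition or corrected inhibition above about 18%, plus a signal ratio from 0.5 to 1.5, limit read from the data, passing the limit was not always enough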; also: strong numbers were not always called active
# MT1-MMP act inh – blocks activation of human MT1-MMP; 0.061% of 360,000 active; P50281; HT1080 RFP-PRO-GFP cells, GFP/RFP ratio fluorescence, overnight; percent of plate control window, DMSO zero; AID 651647; GFP/RFP ratio change, % at 20 µM;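 active = GFP/RFP ratio change of at least 30% with cell ATP level not reduced by more than half and red fluorescence within 50% of control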; also: strong numbers were not always called active
#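 Test system: HT1080 cells expressing an RFP-PRO-GFP fluorescent reporter construct / Compound dosing: single-point 20 µM compound, 1% DMSO / Schedule: cells overnight before dosing, compound overnight, 37 °C, 5% CO2 / Evaluation: GFP/RFP fluorescence ratio / Control set: DMSO and RFP-L50D-GFP cell wells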
# SKN-1 inh – C. elegans SKN-1 inhibition; C. elegans VP596 Pgst-4::GFP/RFP ratio, acrylamide-induced, 24 h; inhibition, % at 21.8 µM; 0.49% of 360,000 active; AID 624304;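 active = interference check ratio from 0.5 to 1.5 plus GFP to RFP signal ratio inhibition reaching or exceeding a fixed threshold, cut at about 30% in these data, passing the limit was not always enough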; also: some compounds called inactive have numbers as strong as hits
# MsrA act – bovine methionine sulfoxide reductase A activation; purified bovine MsrA, absorbance read-out; activation, % at 10.6 µM; 0.3% of 360,000 active; AID 602163; in the data active = activation above about 7.5%;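 also: 0% = vehicle and 100% = reference activator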
# Rin1 Abl inh – inhibitors of human Rin1-Abl protein interaction; P00519+Q13671; TR-FRET Rin1/Abl binding, biochemical; inhibition, % at 7.35 µM; 0.4% of 360,000 active; AID 588664; in the data active = inhibition above about 5%, passing the limit was not always enough
# FAS TE block – blocks the thioesterase domain of human fatty acid synthase. 0.67% of 360,000 active. inhibition, % at 15 µM. AID 602261. recombinant FAS-TE, OMFH fluorogenic substrate, fluorescence endpoint. P49327;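 active = compounds whose normalised, plate-corrected inhibition of enzyme fluorescence in the single-dose primary screen is 50% or more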;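 also: 0% = DMSO with enzyme and 100% = substrate without enzyme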
# The depositor's hits bear a star; i = inactive; / = no result given; + = active, no number.
# Start of the data: the first three records (preview)
SMILES,Neddylation inh,E coli Lon inh,MsrA inh,CendR NRP1 mod,MT1-MMP act inh,SKN-1 inh,MsrA act,Rin1 Abl inh,FAS TE block
C[C@@H](C(=O)NCCc1ccccc1)N1C(=O)N2CCc3c([nH]c4ccccc34)[C@@]2(C)C1=O,i,-8,-0.5,6,-8,16,-1,-8,10
COc1cccc(C(C)(O)c2nc(-c3ccc(OC)c(OC)c3)cs2)c1 (configuration not stated),i,-8,-0.3,1,-3,4,-2,-3,3
O=C(c1ccc([N+](=O)[O-])cc1)N1CCc2ccccc21,i,5,-0.1,1,4,6,0,-4,3

# Main list, from the start:
SMILES,Neddylation inh,E coli Lon inh,MsrA inh,CendR NRP1 mod,MT1-MMP act inh,SKN-1 inh,MsrA act,Rin1 Abl inh,FAS TE block
C[C@@H](C(=O)NCCc1ccccc1)N1C(=O)N2CCc3c([nH]c4ccccc34)[C@@]2(C)C1=O,i,-8,-0.5,6,-8,16,-1,-8,10
COc1cccc(C(C)(O)c2nc(-c3ccc(OC)c(OC)c3)cs2)c1 (configuration not stated),i,-8,-0.3,1,-3,4,-2,-3,3
O=C(c1ccc([N+](=O)[O-])cc1)N1CCc2ccccc21,i,5,-0.1,1,4,6,0,-4,3
O=C(NCCc1ccccc1)C1CCN(C(=O)c2ccc(F)cc2)CC1,i,-17,0.7,5,4,3,0,0,1
C[C@H](NC(=O)c1ccco1)C(=O)Nc1ccc(S(=O)(=O)N2CCCC2)cc1,i,7,-1.1,4,0,18,-14,1,-10
O=C(Nc1cc(S(=O)(=O)N2CCOCC2)ccc1N1CCCC1)C1CC1,i,-2,-0.3,-14,-2,8,-2,2,-3
CCOC(=S)SCC(=O)Nc1nccs1,i,3,0.5,0,1,-5,-2,-4,-5
O=C(C1CC1)N1N=C(c2ccc(F)cc2)CC1(O)C(F)(F)F (configuration not stated),i,-4,0.1,8,3,2,-1,2,1
C=CCOC(=O)C(C#N)c1nc2ccccc2nc1N1CCN(Cc2ccc3c(c2)OCO3)CC1 (configuration not stated),i,-10,0.9,-4,-9,2,-11,-1,21
CCOC(=O)[C@]12CCCC=C1N(Cc1ccc3c(c1)OCO3)C(=O)[C@H](CC(=O)NCCc1ccccc1OC)C2,i,0,0.3,5,10,16,-4,/,8
Cn1cc(C(=O)c2ccc(Cl)cc2Cl)cc1C=O,i,10,1.4,-6,-5,5,-4,0,12
CCc1nnc(NC(=O)c2cc(Cl)ccn2)s1,i,-1,0.4,-6,9,9,0,0,-1
COc1ccccc1CNC(=O)C1CC(c2ccccc2F)=NO1 (configuration not stated),i,-1,-0.7,-6,4,16,-1,3,-3
COCc1c(C(=O)N/N=C(/C)c2cccs2)nnn1-c1nonc1N,+,-8,0.5,-11,2,2,-3,1,-5
Cc1cc(NS(=O)(=O)c2ccc(NC(=O)CSc3nnc(-c4ccco4)n3C)cc2)nc(C)n1,i,2,-0.5,-5,-3,4,-6,-1,-3
CCCNC(=O)c1cc(C2CCCCN2S(=O)(=O)Cc2cccc(C(F)(F)F)c2)on1 (configuration not stated),i,6,-0.8,-4,0,9,0,3,3
COc1ccc(C(=O)c2c(N)sc3c2CCN(C)C3)cc1,i,-41,2.5,143,-7,-7,-6,0,-18
COCCc1ncc(CN2CCC(C(=O)Nc3cccc(-c4cscn4)c3)CC2)cn1,i,-4,0.5,6,-3,-2,-3,13*,-6
CC1CC(C)CN(C(=O)CN2CCN(Cc3ccc(Cl)cc3)C2=O)C1 (configuration not stated),i,-7,0.2,5,2,4,3,0,-3
CCN(CC)S(=O)(=O)c1cc(C(=O)Nc2ccc(Cl)cn2)ccc1C,i,0,-0.1,-4,-1,-9,-4,-1,17
CC(=O)c1sc(NC(=O)COc2ccccc2)nc1C,i,0,0.8,8,3,3,-6,-5,-6
CC(C(=O)Nc1cc([N+](=O)[O-])ccc1Cl)N1CCN(c2ccc(O)cc2)CC1 (configuration not stated),i,-3,-0.2,5,-5,5,-9,0,25
CCOc1ccc(NS(=O)(=O)c2ccc3c(c2)N(C(C)=O)CCO3)cc1,i,3,0.8,5,-1,5,-1,-1,-5
CCOc1ncccc1C(=O)OCc1ccc(C(=O)OC)o1,i,3,-1.5,6,0,9,0,2,-4
Cn1c(SCc2ccccc2)nc2ccsc2c1=O,i,4,0.7,-1,-9,16,-3,1,7

# (cont.)
SMILES,Neddylation inh,E coli Lon inh,MsrA inh,CendR NRP1 mod,MT1-MMP act inh,SKN-1 inh,MsrA act,Rin1 Abl inh,FAS TE block
CCOC(=O)c1sc(NC(=O)CSc2nc3cccnc3n2C)nc1C,/,0,0.1,-11,3,11,-1,6,2
CCSc1nc2ccccc2n1C(=O)/C=C\c1ccc(OC)c(OC)c1,i,4,-0.3,3,-11,13,-13,1,-15
COc1ccc(S(=O)(=O)NC(C)c2ccccc2)cc1C(=O)N1CCCCC1 (configuration not stated),i,-4,0.8,-2,2,-8,-6,3,-3
Cc1cc(=O)oc2cc(NC(=O)c3cccc(S(=O)(=O)N(C)C)c3)ccc12,i,6,-1.1,-7,-2,2,1,5,2
CCc1ccc(OCC(=O)NCCOc2ccccc2)cc1,i,-2,-0.4,-1,22,6,-8,-1,9
CCCC[n+]1ccn(-c2nc3ccccc3nc2[N-]S(=O)(=O)c2ccc(Br)cc2)c1,i,11,0.2,-8,4,9,-7,-2,1
Clc1ccc(-c2cc3ccccc3nc2N2CCCC2)cc1,i,-8,0.8,-11,-3,19,-1,-1,6
O=C(C[C@H]1C/C=C\C[C@@H](Cc2ccc(F)cc2)C(=O)O[C@@H](c2ccccc2)CNC1=O)N[C@@H](CO)Cc1ccccc1,i,-11,0.9,-4,-2,14,1,2,-11
O=c1c2ccccc2nc2n1CC/C2=C\N1CCN(c2ccc([N+](=O)[O-])cc2)CC1,i,6,2.6,-13,/,-8,-11,-3,4
CC(C)CSc1nnc(N)s1,i,-2,-0.9,2,5,20,-2,-2,-3
CC(C)(C)c1ccc(C(=O)NCCC(=O)NC2=NCCS2)cc1,i,-5,-0.7,6,2,-13,-12,4,-6
CC(C)(C)c1ccc(OC(=O)c2ccccc2)cc1,i,4,-0.2,-2,-1,-11,-6,1,17
COc1ccc2c(C)cc(SCC(=O)NC3CCCCC3)nc2c1,i,-8,0.4,4,-7,-7,-11,0,3
O=C(c1nn(Cc2ccccc2)c(=O)c2ccccc12)N1CCc2ccccc2C1,i,-4,0.3,11,0,6,0,1,16
CC(C)Oc1cccc(C(=O)NC(=S)Nc2ccccc2)c1,i,-7,0.3,-10,-3,4,-3,2,29
Cc1cc(-c2nnc(SCC(=O)Nc3ccccc3Cl)n2C)no1,i,-4,-1.1,-7,4,-5,-3,2,-1
CC1=C(C(=O)OC(C)C)C(c2ccc(C)o2)C(C(=O)OC(C)C)=C(C)N1,i,-5,-0.6,-1,-2,-2,0,3,16
C/C(=N\NC(=O)c1ccc(F)cc1)c1cccc(NC(=O)c2ccco2)c1,i,4,0.5,6,1,17,0,3,-3
OCCN(Cc1ccccc1)CC1CCCCC1,i,7,-0.6,5,-4,-9,2,-3,-6
CCOC(=O)c1sc2nc(CC(=O)OC)nc(N3CCN(c4ccccn4)CC3)c2c1C,i,2,0.7,-3,-9,11,-3,-4,28
O=[n+]1cc(-c2ccccc2)n([O-])c2c1CCCCC2,i,-6,-0.5,7,0,3,-3,0,-13
CCOC(=O)C1=C(CN2CCc3ccccc32)NC(=O)NC1c1cc(C)ccc1C (configuration not stated),i,-6,-0.1,3,-9,-12,-4,-2,-3
CN1C(c2ccc(F)cc2)=CS/C1=C(/C#N)c1nnc(N2CCOCC2)n1-c1ccccc1,i,-2,0.9,9,1,11,-5,2,0
COc1ccc(C(=O)Oc2cccnc2)cc1,i,2,-0.1,-1,-2,-15,-2,-3,-6
CN(C(=O)Cc1noc2ccccc12)c1ccccc1,i,-15,-0.6,2,1,-4,-2,-6,-5

# One compound at a time (already shown):
# `CC(C)Oc1cccc(C(=O)NC(=S)Nc2ccccc2)c1` as listed: Neddylation inh = i; E coli Lon inh = -7; MsrA inh = 0.3; CendR NRP1 mod = -10; MT1-MMP act inh = -3; SKN-1 inh = 4; MsrA act = -3; Rin1 Abl inh = 2; FAS TE block = 29
# `CCOC(=O)C1=C(CN2CCc3ccccc32)NC(=O)NC1c1cc(C)ccc1C` (configuration not stated) as listed: Neddylation inh = i; E coli Lon inh = -6; MsrA inh = -0.1; CendR NRP1 mod = 3; MT1-MMP act inh = -9; SKN-1 inh = -12; MsrA act = -4; Rin1 Abl inh = -2; FAS TE block = -3

# Some of these compounds in order of the MT1-MMP act inh value, descending:
compound	Neddylation inh	E coli Lon inh	MsrA inh	CendR NRP1 mod	MT1-MMP act inh	SKN-1 inh	MsrA act	Rin1 Abl inh
CCc1ccc(OCC(=O)NCCOc2ccccc2)cc1	i	-2	-0.4	-1	22	6	-8	-1
CCCC[n+]1ccn(-c2nc3ccccc3nc2[N-]S(=O)(=O)c2ccc(Br)cc2)c1	i	11	0.2	-8	4	9	-7	-2
COc1ccc(S(=O)(=O)NC(C)c2ccccc2)cc1C(=O)N1CCCCC1 (configuration not stated)	i	-4	0.8	-2	2	-8	-6	3
Clc1ccc(-c2cc3ccccc3nc2N2CCCC2)cc1	i	-8	0.8	-11	-3	19	-1	-1
CCOC(=O)c1sc2nc(CC(=O)OC)nc(N3CCN(c4ccccn4)CC3)c2c1C	i	2	0.7	-3	-9	11	-3	-4

# The listing continues.
SMILES,Neddylation inh,E coli Lon inh,MsrA inh,CendR NRP1 mod,MT1-MMP act inh,SKN-1 inh,MsrA act,Rin1 Abl inh,FAS TE block
COc1ccc(C(=O)NCC(=O)OCC(=O)N2CC(C)OC(C)C2)cc1OC (configuration not stated),i,0,-0.5,4,-1,13,-1,3,-8
O=C1CCCC2=C1C1(CCCC1)N=C(Nc1nc3cc(-c4ccccc4)ccc3o1)N2,/,-2,0.3,-19,-31,9,-2,-2,41
CC(=O)N1Cc2ccccc2CC1C(=O)NCc1ccccc1F (configuration not stated),i,4,0.0,-5,-1,14,-4,-1,-6
CC12CCC(=O)N1C(C(=O)OCC(=O)Nc1sccc1C#N)CS2 (configuration not stated),i,0,-0.2,-20,2,-24,-1,4,-7
CCCc1cc(=O)[nH]c(SCC(=O)Nc2ncc(S(=O)(=O)c3ccc([N+](=O)[O-])cc3)s2)n1,i,-12,0.9,10,-1,-9,-8,-4,5
Cn1c(SCC(=O)N2CCCC2=O)nc2ccccc21,i,2,-0.8,-13,2,6,-4,1,-7
Cc1cccc(-c2noc(-c3ccc(F)cc3)n2)c1,i,5,-0.7,0,-1,11,-1,5,13
CCOC(=O)CC(=O)CSc1ccc2nnc(-c3ccc(C)cc3)n2n1,i,-3,1.1,-4,-7,-2,-6,-3,3
CCCc1nc2oc3c(OC)ncnc3c2c2c1COC(C)(C)C2,i,0,0.6,-9,-10,20,-2,2,-1
CCOC(=O)N1CCC(NC(=O)CC2C(=O)NCCN2Cc2ccc(C)cc2)CC1 (configuration not stated),i,3,-0.6,10,-3,18,-4,2,-6
CCc1nc2ccc(C(=O)NCCN3CCOCC3)cn2c1N(CCC(C)C)CCN(C)C,i,1,0.7,-2,2,-4,-1,-3,-4
COc1ccc(Cl)c2sc(N(Cc3cccnc3)C(C)=O)nc12,i,-1,0.6,6,0,11,-3,-3,0
COc1cc(OC)cc(C(=O)Nc2ccc(S(=O)(=O)Nc3nc(C)cc(C)n3)cc2)c1,i,-9,-1.5,2,3,4,-14,3,-6
CC1CCCCN1C(=O)CCS(=O)(=O)c1cccc2nonc12 (configuration not stated),i,3,0.7,-8,2,-12,-7,-3,0
COc1ccc(-c2cc(-c3ccc(OC)cc3)c(C#N)c(SC)n2)cc1,i,-1,-0.1,3,1,-4,-3,1,15
CCCc1cc(CCC)n2nc(N)nc2n1,i,0,0.3,-8,-8,2,-7,1,-8
CN1CCN(C(=O)/C(=C/c2cn(S(=O)(=O)N(C)C)c3ccccc23)NC(=O)c2ccccc2F)CC1,i,-1,1.4,15,-2,10,2,0,15
CCCCN1C(=O)C(O)(CC(=O)c2ccccn2)c2ccccc21 (configuration not stated),i,-10,0.3,10,0,-1,-11,1,-14
